HePTP inh = inhibitors of human HePTP phosphatase, primary screen, biochemical, absorbance, leukemia target. Tyrosine-protein phosphatase non-receptor type 7 (Homo sapiens), P35236. inhibition, % at 20 µM. AID 521, 2006. 110,000 compounds, 0.64% hits. recombinant HePTP phosphatase activity, OD absorbance; in the data active means inhibition above about 50%;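 further: plate controls were vehicle for no effect and reference inhibitor for full effect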
Target sequence (P35236 whole entry, looked up): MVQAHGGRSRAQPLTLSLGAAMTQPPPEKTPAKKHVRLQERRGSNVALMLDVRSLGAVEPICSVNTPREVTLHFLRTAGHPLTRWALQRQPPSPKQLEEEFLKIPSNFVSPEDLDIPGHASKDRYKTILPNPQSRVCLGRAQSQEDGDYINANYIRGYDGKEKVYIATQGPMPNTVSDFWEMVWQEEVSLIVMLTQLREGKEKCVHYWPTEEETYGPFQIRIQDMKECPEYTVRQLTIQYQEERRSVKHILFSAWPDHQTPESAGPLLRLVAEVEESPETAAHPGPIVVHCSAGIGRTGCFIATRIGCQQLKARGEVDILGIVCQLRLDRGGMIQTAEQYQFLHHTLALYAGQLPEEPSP
BAP1 block = inhibitors of BAP1 deubiquitinase, primary screen, biochemical, Ub-AMC fluorescence, kinetic | 72,000 compounds, 0.48% hits | activity remaining (% of control), % at 20 µM | recombinant BAP1, Ub-AMC hydrolysis fluorescence kinetic; stronger effect = lower value | Ubiquitin carboxyl-terminal hydrolase BAP1 (Homo sapiens), Q92560;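 active means activity remaining at or below 50% of control, provided the compound also passes the data quality filters; inactive means the rest, including low values that fail the filters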;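 further: 100% = DMSO wells rate and 0% = substrate alone blank rate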
An asterisk follows results filed as active; · = no result given; & = joins results of further samples. This is a random part of the collection; 0.95% or so of the library scored in one or more.

The line under a structure holds: HePTP inh, BAP1 block
1. CC(C)OCCCNC(=O)C1CCC(=O)N1C(C)C (stereo not drawn)
 : 7, 120
2. COc1ccc(CNS(=O)(=O)c2ccc3ccccc3c2)cc1
 : -3, ·
3. CCc1ccccc1NC(=O)C1CCCN(S(=O)(=O)c2c(C)noc2C)C1 (stereo not drawn)
 : -4, 92
4. COC(=O)c1cccc(N2C(=O)c3ccccc3S2(=O)=O)c1
 : -11, 96
5. CCOC(=O)c1ccc(NC(=S)NC(NC(=O)CC(C)C)C(Cl)(Cl)Cl)cc1 (stereo not drawn)
 : -2, ·
6. COc1cc2nc(SCC(=O)NCc3ccco3)n(Cc3ccc(Cl)cc3)c(=O)c2cc1OC
 : 6, 52
7. COc1ccc(Br)cc1C=NN1CCN(Cc2ccccc2)CC1
 : -12, ·
8. COCCNC(=O)COc1ccc(C)cc1Br
 : -7, ·
9. CCC1(C)CC(CCNCc2ccc(F)cc2)(c2ccc(OC)cc2)CCO1 (stereo not drawn)
 : -14, ·
10. CC1C(c2ccccc2)N(C)C(c2ccccc2)CC1(O)Cc1ccccc1 (stereo not drawn)
 : -16, ·
11. CC1CCN(C(=O)COC(=O)c2n[nH]c3ccccc23)CC1
 : 10, 124
12. O=C(CSc1nnc(-c2cc3ccccc3cc2O)n1Cc1ccco1)c1ccc(F)cc1
 : -4, 40*
13. O=C(c1nn2c(C(F)(F)F)cc(-c3ccco3)nc2c1Cl)N1CCCCC1
 : -9, ·
14. CCCC(=O)Nc1ccc(-c2nc3ncccc3o2)cc1
 : -18, ·
15. CCOC(=O)N1CCN(C(=O)c2cc3sccc3n2C)CC1
 : -4, 105
16. COC(=O)C(CC(C)C)NC(=O)c1cc(OC)c(OC)c(OC)c1 (stereo not drawn)
 : 12, 95
17. Cc1ccc2c(C(=O)CN3CCN(C4CCCCC4)CC3)c(C)[nH]c2c1
 : 6, 102
18. Oc1ccc(Nc2nc3nonc3nc2Nc2ccccc2)cc1
 : -14, ·
19. COC(=O)COc1ccc(S(=O)(=O)Nc2ccc3c(c2)OCCO3)cc1Cl
 : -8, 92
20. CCCCCCNC(=O)C1CC(=O)N(c2ccc(C)c(Cl)c2)C1 (stereo not drawn)
 : ·, 148
21. Cc1sc2ncn(CC(=O)N(CC(=O)NC3CCCC3)Cc3cccs3)c(=O)c2c1C
 : 5, 84
22. S=c1nc(COc2ccc(Cl)cc2Cl)[nH][nH]1
 : -2, ·
23. COc1cccc(NC(=O)C2CCCN(S(=O)(=O)c3ccc(-n4cnnn4)cc3)C2)c1 (stereo not drawn)
 : 4, 97
24. O=C(COc1ncnc2ccccc12)NC(=O)NCc1ccccc1
 : 8, 107
25. CN(CCC#N)c1ncnc2scc(-c3ccccc3)c12
 : 9, 90
26. O=C(CCCN1C(=O)c2cccc3cccc(c23)C1=O)N1CCc2ccccc2C1
 : -9, ·
27. CC1(C)NC(=O)N(CC(O)COC2CCCCC2)C1=O (stereo not drawn)
 : -2, 100
28. Cc1cccc2nc(CNc3ccc(F)cc3)cn12
 : 3, 84
29. O=C(Nc1ccccc1[N+](=O)[O-])c1ccc2ccccc2n1
 : 10, ·
30. CC1(C)CC(Cc2ccccc2)(C(CN)CO)CCO1 (stereo not drawn)
 : 6, ·
31. c1ccc(-c2nc(-n3ccnc3)nc(-n3ccnc3)n2)cc1
 : 0, 103
32. COc1cccc(-c2nn(C)c3sc(C(=O)N4CCN(c5ccccn5)CC4)cc23)c1
 : -10, 70
33. Clc1ccc(Nc2nc(-c3cccs3)cs2)cc1
 : 7, ·
34. CCOc1ccc(Nc2nc(Cc3nnc(SCC(=O)NCC4CCCO4)n3C)cs2)cc1 (stereo not drawn)
 : 2, 97
35. CC(C)=C1C2CCC1C(C(=O)NCc1ccccc1)C2C(=O)O (stereo not drawn)
 : 2&6, 98
36. COc1ccc(-c2nc(C#N)c(NCCCN3CCOCC3)o2)cc1
 : 6, ·
37. COc1ccccc1N1CCN(C(=O)c2ccc(N(Cc3ccccc3)S(C)(=O)=O)cc2)CC1
 : 6, ·
38. COCCn1c(-c2ccc(Cl)cc2)cnc1SCC(=O)NCc1cccs1
 : -9, 73
39. CCOC(=O)c1ccc(N/C(N)=N/c2nc(C(F)(F)F)cc(=O)[nH]2)cc1
 : 0, ·
40. COc1ccc(N2C(=O)CC(Sc3ncccc3C(=O)O)C2=O)cc1 (stereo not drawn)
 : -4, ·
41. C=CCNC(=O)CCCC(=O)NCC=C
 : 4, 93
42. Cn1c2ccc(Br)cc2c2nc3cc4ccccc4cc3nc21
 : -4, ·
43. S=C(NCCN1CCOCC1)Nc1ccccc1
 : 2, ·
44. CCCC(=O)Nc1nc2ccc3nc(C)sc3c2s1
 : -8, 91
45. O=C1CSC(=S)N1/N=C/c1ccc(Br)cc1
 : 2, ·
46. COc1ccc(OC)c(NC(=O)CNC(=O)Cn2cnc3ccccc3c2=O)c1
 : 0, 94
47. O=[N+]([O-])c1ccc(NCCCNS(=O)(=O)c2ccc(Cl)cc2)cc1
 : 7, ·
48. COc1cc(/C=C2\C(=O)NC(=O)N(c3ccc(F)cc3)C2=O)ccc1OCC(=O)O
 : 6, ·
49. C1=CC2c3ccccc3NC(c3ccncc3)C2C1 (stereo not drawn)
 : 2, 107
50. CC1=C(C(=O)OCCc2ccccc2)C(c2ccccc2OC(C)C)CC(=O)N1 (stereo not drawn)
 : 4, 68
51. O=C(Cn1cc(Br)c(=O)n(CC(=O)Nc2ccccn2)c1=O)Nc1ccccn1
 : -2, ·
52. CCOc1ccc(NC(=O)CN2CCC(NC(=O)C3CCCCC3)CC2)cc1
 : 5, 122
53. CCOC(=O)C1=C(O)/C(=C/c2cc(C)n(-c3ccc(C)cc3C)c2C)N=C1C
 : 10, ·
54. CCc1ccc(-c2ncnn2-c2ccc(Cl)cc2)cc1
 : 2, ·
55. CC(O)c1cccc(NC(=O)c2cc3n(n2)C(C(F)(F)F)CC(c2ccc(Cl)cc2)N3)c1 (stereo not drawn)
 : -9, ·
56. O=C1NC(c2cccc(F)c2)Nc2sc3c(c21)CCCC3 (stereo not drawn)
 : ·, 64
57. CC1=CC(C)(C)N(C(=O)NC2CCCCC2)c2ccc(C)cc21
 : 6, 59
58. CCCCn1c(NC(=O)c2ccccc2)nc2ccccc21
 : 3, 73
59. CCOC(=O)C(=O)N1c2ccccc2C(C)(c2ccccc2)CC1(C)C (stereo not drawn)
 : ·, 108
60. O=C1CSC(=S)N1Cc1cccnc1
 : 7, 89

More compounds.
The line under a structure holds: HePTP inh, BAP1 block
61. Cc1ccc(OC(=O)CCC(=O)Nc2ccc(S(=O)(=O)Nc3cc(C)on3)cc2)cc1
 : 2, 84
62. O=C(CN1C(=O)CCC1=O)Nc1ccc2c3c(cccc13)CC2
 : -1, 102
63. O=C(Nc1cccc(C(F)(F)F)c1)c1ccc(OC2CSC2)cc1
 : 5, ·
64. Cc1ccc(NC(=O)c2cc(NC(=O)c3ccccc3)cc(NC(=O)c3ccccc3)c2)cc1
 : 9, ·
65. O=C(NC(=S)Nc1ccc([N+](=O)[O-])cc1O)c1ccc(F)cc1
 : 4, ·
66. COC(=O)NCC(c1cccnc1)N1CCN(c2ccccc2)CC1 (stereo not drawn)
 : 4, 93
67. Cc1ccc(NS(=O)(=O)c2cc(C(=O)N3CCOCC3)ccc2C)cc1
 : -5, 90
68. CC1CCCN(S(=O)(=O)c2ccc3c(c2)CCN3C(=O)C2CCC2)C1 (stereo not drawn)
 : -2, 91
69. COC(=O)c1ccc(NC(=O)C2CC2(c2ccccc2)c2ccccc2)cc1 (stereo not drawn)
 : 0, ·
70. COc1cc(/C=C(\C#N)C(=O)Nc2cccc(Cl)c2)ccc1O
 : 6, ·
71. Nc1nnc(SCC(=O)NCCc2ccccc2)s1
 : 0, ·
72. NC(N)=N/N=C/c1ccccc1OS(=O)(=O)c1ccccc1
 : -6, ·
73. O=C(COc1ccc(Br)cc1)NCc1ccncc1
 : -2, ·
74. COc1cccc2sc(Nc3nc(C)c(C(C)=O)s3)nc12
 : -11, 75
75. CCOc1ccccc1N(CC(=O)Nc1ccc(C)cc1C)S(=O)(=O)c1ccccc1
 : -4, ·
76. Cc1nc2ccccc2c2oc(C(=O)Nc3ccc4c(c3)OCCO4)cc12
 : 6, 100
77. CC(=O)C1=C(O)C(=O)N(CCN(C)C)C1c1ccc(Cl)cc1 (stereo not drawn)
 : 4&4, 112
78. CC(C)C(=O)N1CCN(C2=NS(=O)(=O)c3ccccc32)CC1
 : 9, 83
79. Cc1cc(C)n(S(=O)(=O)c2ccc(C)c(C)c2C)n1
 : -4, 74
80. CC(=C\C(=O)O)/C(=C/c1ccc2ccccc2n1)C(=O)O
 : 15, ·
81. O=C(COC(=O)C1CCCN1C(=O)Oc1ccccc1)c1ccccc1 (stereo not drawn)
 : -10, ·
82. COC(=O)CNC(c1ccccc1)c1cc(Br)ccc1NC(=O)CN1CCOCC1 (stereo not drawn)
 : 8, ·
83. Cc1cc(OCC(=O)OC(C)C)c2c(-c3ccccc3)cc(=O)oc2c1
 : -12, ·
84. COCCCNC(=O)COc1ccccc1C
 : 2, ·
85. COc1ccc(NC(=O)COc2ccc(Br)cc2C(C)(C)C)c([N+](=O)[O-])c1
 : 4, ·
86. NC1=NC2(CCCCC2)N=C(Nc2cccc3ccccc23)N1
 : 4, ·
87. CCOc1ccccc1NC(=O)N1CCCC1C(=O)Nc1ccc(-n2cnnn2)c(C)c1 (stereo not drawn)
 : 1, ·
88. CCOC(=O)c1ccc(NC(=O)CSc2nc3c(c(=O)n2C)SC(C)C3)cc1 (stereo not drawn)
 : -5, 87
89. CC(C)NC(=O)c1ccccc1-c1nc(-c2ccccc2Cl)no1
 : 2, 59
90. CN1CCc2c(sc3c2C(=O)NC(c2cccc(OCc4ccccc4)c2)N3)C1 (stereo not drawn)
 : ·, 135
91. C=CCn1c(CCCN2C(=O)c3cccc4cccc(c34)C2=O)nnc1SCC(=O)OCC
 : 0, ·
92. CC1=C(C(=O)Nc2ccccn2)C(c2ccc(Br)cc2)NC(=S)N1 (stereo not drawn)
 : ·, 173
93. O=C(O)c1ccc(N2C(=O)C3CCCCC3C2=O)cc1 (stereo not drawn)
 : ·, 126
94. COc1ccc(OC)c(NC(=O)COc2ccccc2C)c1
 : 1, ·
95. CCOC(=O)N1CCC(NC(=O)C(NC(=O)C2CCCCC2)C(C)C)CC1 (stereo not drawn)
 : -4, ·
96. COc1ccc(OC)c(S(=O)(=O)N2CCCCC2)c1
 : -7, ·
97. CCCCc1nc2ccccc2c(NC(=O)CN2CCN(C)CC2)c1CCC
 : 2, 113
98. CC(=O)N(CN1C(=O)c2ccccc2C1=O)c1ccccc1
 : -6, 100
99. Cc1cccc(C)c1OCC(O)CN1CCC(C)CC1 (stereo not drawn)
 : -4, ·
100. O=C(O)c1cscn1
 : 0, 98
101. CC1=C(C(=O)Nc2ccc(Cl)cc2)C(c2ccc(F)cc2)NC(=S)N1 (stereo not drawn)
 : -2, ·
102. COC(=O)c1c(N)sc(C)c1-c1cccc(Cl)c1
 : 4, ·
103. O=C(CNS(=O)(=O)c1ccc(Br)s1)NCC1COc2ccccc2O1 (stereo not drawn)
 : 6, 100
104. N#CCCn1nc(-c2ccccc2)cc1-n1c(C(F)(F)F)nc2ccccc21
 : 0, 114
105. COC(=O)CN(c1cccc(OC)c1)S(=O)(=O)c1ccccc1
 : -20, ·
106. FC(F)(F)c1nc2nncn2c2c1CCCCC2
 : 11, 95
107. COc1cccc(C2=NOC(C(=O)NC(C)C)C2)c1 (stereo not drawn)
 : -2, 108
108. COc1cccc(/C=C2/C(=O)NC(=S)N(c3cccc(Br)c3)C2=O)c1O
 : 4, ·
109. CCC(=O)Nc1nc2ccccc2n1CCN(C)C
 : 0&-5, 145
110. COc1ccc(OC)c2sc(N3CCCCC3)nc12
 : -7, 101
111. Cc1ccccc1OCCCCN1CCCC1
 : 4, ·
112. CCN(CC)C(=O)C(C)OC(=O)COc1ccc(Cl)cc1C (stereo not drawn)
 : 10, 94
113. CCNC(=O)CN(c1ccc(OC)cc1)S(=O)(=O)c1ccc(C)cc1
 : -14, ·
114. CCOC(=O)c1ccc(N2C(=O)C3C(C2=O)C(C(=O)c2ccc(Cl)cc2)N2CCCC32)cc1 (stereo not drawn)
 : 7, ·
115. C/C(=C\C(=O)OCCOCCOC(=O)/C=C(\C)NC1CC(C)(C)NC(C)(C)C1)NC1CC(C)(C)NC(C)(C)C1
 : 4, ·
116. CCC(=O)N(CCc1ccccc1)C1CC(=O)N(c2ccc(F)cc2)C1=O (stereo not drawn)
 : -1, ·
117. Cc1[nH]c(=O)[nH]c(=O)c1S(=O)(=O)N1CCN(c2cccc(Cl)c2)CC1
 : -9, 96
118. CCOC(=O)c1ccc(Nc2ncc([N+](=O)[O-])cc2[N+](=O)[O-])cc1
 : ·, 65
119. O=C(Nc1ccc2c(c1)CCC2)c1cc(S(=O)(=O)N2CCCCC2)ccc1Cl
 : ·, 58
120. CC(=O)c1ccccc1OCCCN1CCCCC1
 : 7, 88
121. O=c1c2c(n3nnnc3n1Cc1ccccc1)-c1ccccc1CC21CCCC1
 : 4, 79
122. COC(=O)C(C)Sc1nnc(Cc2cc(=O)[nH]c(=O)[nH]2)n1-c1cccc(OC)c1 (stereo not drawn)
 : 3, 101
